Assay outcomes deposited in PubChem BioAssay by several laboratories.
HTR5A ag ctr: HTR5A agonists in luminescence cell assay, primary screen, counter-screen for OPRM1-OPRD1 heterodimer agonist project, full-deck HTS; actives 0.61% (n = 340,000); activation, % at 9.3 µM; 5-hydroxytryptamine receptor 5A (Homo sapiens), P47898; cell-based; in the data active = activation mostly above about 9.5%, no sharp cut-off; inactive = mostly below about 7.6%;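 note: 0% = cells with vehicle only and 100% = reference agonist; strong numbers were not always called active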
V-ATPase pHluor: regulators of yeast V-ATPase proton pumping, primary screen, pHLuorin cytosolic pH fluorescence; actives 0.37% (n = 350,000); AID 504577, 2011; response, % at 10 µM; S. cerevisiae; in the data active = response mostly above about 7.3%, no sharp cut-off; inactive = mostly below about 5.4%; note: actives read high; inactives centre near 0; some compounds called inactive have numbers as strong as hits; reference of the scale not given here
MOR-DOR inv ag: inverse agonists of MOR-DOR heterodimerization, primary screen, cell-based, luminescence. Mu-type opioid receptor (Homo sapiens) + Delta-type opioid receptor (Homo sapiens), …. cell-based MOR-DOR heterodimer luminescence, inverse agonism. inhibition, % at 9.3 µM. actives 0.21% (n = 340,000); in the data active = inhibition above about 22%, passing the limit was not always enough;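 note: 0% = cells with DMSO and 100% = wells without cells with DMSO; values of inactives mirror those of a sister screen read the other way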
Arr AP2 block: inhibitors of beta-arrestin/AP2 binding, primary screen, biochemical, GPCR trafficking, flow cytometry; beta-arrestin 1 C-terminal peptide binding to AP2 beta2-adaptin appendage (human); FITC-arrestin peptide / GST-AP2 beads; AP2 beta2 appendage carries R879A mutation; inhibition, % at 10 µM; actives 0.31% (n = 340,000);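 active = inhibition above a set limit, near 3 SD of compounds lacking own fluorescence, cut at about 54% in these data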;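 note: plate controls were DMSO wells for no effect and 5 µM unlabelled arrestin peptide for full effect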
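System: GST-AP2 R879A bound to glutathione beads, E. coli-expressed. Also added: 50 nM FITC-arrestin peptide. Schedule: compound with beads 12 min RT, then probe 1 h RT. Signal: bead flow cytometry, FITC channel. Read-out basis: percent response.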
PKA-R1A act: activators of PKA-R1A holoenzyme, primary screen, biochemical, fluorescence polarization, Cy5-IP20, bovine R1A, mouse PKAc; actives 0.083% (n = 340,000); PKA-R1A dissociation; scaled: DMSO 0%, 113 µM cGMP 100%; activation, % at 11.4 µM; cAMP-dependent protein kinase type I-alpha regulatory subunit (Bos taurus) + …;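 active = percent activation above the mean of all tested compounds plus 3 SD, cut at about 19% in these data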;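 note: higher means more PKAc released from R1A so a rise in polarization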
Pemphigus Ab inh: inhibitors of pemphigus antibody binding to DSG3, primary screen, biochemical, bead-based, flow cytometry, scFv-GFP. Desmoglein-3 (Homo sapiens), P32926. DSG3-coupled beads, scFv-anti-DSG3-GFP binding; active compounds read low. binding (percent of control), % at 10 µM. actives 0.48% (n = 310,000). AID 588358, 2011;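 active = binding more than 3 SD below its plate's average and above zero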;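 note: hits lower antibody fragment binding to DSG3; some compounds called inactive have numbers as strong as hits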
Target sequence (P32926 whole entry, looked up, the tested form may be a part): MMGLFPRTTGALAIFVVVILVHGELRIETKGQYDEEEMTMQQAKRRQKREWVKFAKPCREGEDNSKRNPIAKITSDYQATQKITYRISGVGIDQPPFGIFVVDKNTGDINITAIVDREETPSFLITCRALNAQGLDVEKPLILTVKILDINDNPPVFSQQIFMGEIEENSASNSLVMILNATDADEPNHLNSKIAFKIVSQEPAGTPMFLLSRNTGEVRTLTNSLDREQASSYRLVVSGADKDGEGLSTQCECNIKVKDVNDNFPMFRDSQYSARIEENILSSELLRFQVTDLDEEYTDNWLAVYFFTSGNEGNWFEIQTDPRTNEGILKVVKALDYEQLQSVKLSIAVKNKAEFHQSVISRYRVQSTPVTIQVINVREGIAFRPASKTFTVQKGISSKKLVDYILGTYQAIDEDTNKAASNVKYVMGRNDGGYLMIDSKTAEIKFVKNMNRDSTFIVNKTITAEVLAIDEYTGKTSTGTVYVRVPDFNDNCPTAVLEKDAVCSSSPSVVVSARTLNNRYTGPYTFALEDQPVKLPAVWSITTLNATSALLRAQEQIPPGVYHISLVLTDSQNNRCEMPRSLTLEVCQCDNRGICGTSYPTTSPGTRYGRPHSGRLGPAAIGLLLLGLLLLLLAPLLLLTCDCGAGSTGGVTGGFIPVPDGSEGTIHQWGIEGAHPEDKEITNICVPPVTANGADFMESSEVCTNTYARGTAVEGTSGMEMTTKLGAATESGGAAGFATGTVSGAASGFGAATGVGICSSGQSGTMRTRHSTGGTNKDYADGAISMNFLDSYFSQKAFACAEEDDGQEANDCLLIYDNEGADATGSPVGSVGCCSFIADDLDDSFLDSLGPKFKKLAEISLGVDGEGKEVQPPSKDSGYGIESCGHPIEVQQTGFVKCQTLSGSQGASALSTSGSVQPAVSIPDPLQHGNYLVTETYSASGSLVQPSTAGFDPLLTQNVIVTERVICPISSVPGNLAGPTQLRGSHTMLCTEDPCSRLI
PKA-R2B activ: activators of PKA-R2B holoenzyme, primary screen, biochemical, fluorescence polarization, Cy5-IP20, human | activation, % at 11.4 µM | actives 0.079% (n = 340,000) | PKA-R2B holoenzyme dissociation; R2B truncated from residue 108, S112A mutant; 0% DMSO only, 100% 113 µM cGMP | cAMP-dependent protein kinase catalytic subunit beta (Homo sapiens) + cAMP-dependent … | AID 504700, 2011;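 active = activation above a cutoff set at the mean over all compounds plus 3 SD, cut at about 18% in these data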;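 note: higher means more holoenzyme dissociation and a rise in polarization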
HTR5A inv ag: HTR5A inverse agonists in luminescence cell assay, primary screen, counter-screen for OPRM1-OPRD1 heterodimer inverse agonist project, full-deck HTS; HTR5A cell line, inverse agonism; inhibition, % at 9.3 µM; actives 0.083% (n = 340,000); AID 504634, 2011; in the data active = inhibition mostly above about 23%, no sharp cut-off; inactive = mostly below about 18%;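 note: 0% = cells with DMSO and 100% = no-cell wells with DMSO; some compounds called inactive have numbers as strong as hits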
DAGLB inh: DAGLB lipase inhibitors, primary screen, biochemical, fluorescence, HTS; Diacylglycerol lipase-beta (Homo sapiens), Q8NCG7; HEK293T DAGLB membrane lysate, EnzChek fluorogenic substrate; inhibition, % at 5.17 µM; actives 0.059% (n = 340,000); in the data active = inhibition above about 34%;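 note: 0% = enzyme with vehicle and 100% = wells lacking enzyme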
OPRM1-OPRD1 ag: agonists of OPRM1-OPRD1 heterodimerization, primary screen, cell-based, luminescence. cells. activation, % at 9.3 µM. actives 0.3% (n = 340,000); in the data active = activation above about 18%;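 note: 0% = vehicle-treated cells and 100% = reference agonist; values of inactives mirror those of a sister screen read the other way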
* hit, by the source's call; x = no result given; & = joins results of further samples.

SMILES | HTR5A ag ctr | V-ATPase pHluor | MOR-DOR inv ag | Arr AP2 block | PKA-R1A act | Pemphigus Ab inh | PKA-R2B activ | HTR5A inv ag | DAGLB inh | OPRM1-OPRD1 ag
CC1CN(C(=O)c2cc3c(=O)n4ccccc4nc3s2)CC(C)O1 (configuration not stated) | -1 | -8 | -6 | 14 | 3 | 101 | -2 | -39 | -1 | 1.1
N#CC(C#N)=CNc1cccnc1 | 6 | -3 | 16 | 18 | -6 | 95 | -2 | 7 | 2 | -3.1
O=C(OC(C(=O)Nc1ccc([N+](=O)[O-])cc1Br)c1ccccc1)c1ccccc1 (configuration not stated) | 2 | -3 | -9 | 10 | -1 | 112 | -8 | 5 | -9 | 1.8
O=C(CCOc1ccccc1)N1CCN(S(=O)(=O)c2cccs2)CC1 | 2 | x | 3 | 5 | -12 | 99 | 3 | 10 | 4 | -0.5
CC(C)=NOCC(=O)Nn1c(COc2ccccc2)nc2ccccc2c1=O | -4 | -2 | 13 | -2 | -9 | 117 | -14 | 12 | -3 | -2.7
Cc1cccc(N2C(=O)CC(N3CCOCC3)C2=O)c1 (configuration not stated) | 0 | -1 | 5 | -1 | -8 | 103 | 1 | 0 | -2 | -0.9
CCOC(=O)c1c(C)c(C#N)c2c3ccccc3ccn12 | 4 | -3 | 7 | -1 | 1 | 105 | 3 | -8 | 2 | -1.3
O=C(NC(=S)Nc1ccc(S(=O)(=O)Nc2ccccc2)cc1)C1CC1 | 0 | -1 | 11 | 8 | 0 | 100 | 15 | -1 | 0 | -2.0
COc1ccc(OC)c(NC(=O)Nc2ccc(O)c3ccccc23)c1 | -2 | -2 | -15 | 36 | -16 | 104 | -11 | 5 | -2 | 3.0
COc1cc(C2C(C#N)=C(N)Oc3cc(O)ccc32)cc2c1OCO2 (configuration not stated) | -1 | -2 | -11 | 31 | 9 | 95 | -4 | -6 | 1 | 2.0
Cc1cccc(C)c1NC(=O)c1ccccc1C(=O)O | 1 | 1 | 19 | -15 | -5 | 105 | 2 | -3 | 2 | -3.8
Cc1noc(NS(=O)(=O)c2ccc(NC(=O)CCCOc3ccc(Cl)cc3Cl)cc2)c1C | -5 | 0 | 16 | 11 | -12 | 97 | 0 | 12 | 12 | -3.7
CCN(C(=O)COC(=O)c1ccc(Cl)c(S(=O)(=O)N2CCCCC2)c1)C1CCS(=O)(=O)C1 (configuration not stated) | 1 | 3 | 2 | 5 | -1 | x | -11 | -4 | -5 | -0.5
CC(C)C[C@@H](CN)NC(=O)c1nc[nH]c1C(=O)N[C@@H](C)C(=O)CNC[C@H](C)NC(=O)c1nc[nH]c1C(=O)N[C@@H](Cc1ccccc1)C(=O)O | 1 | 0 | 12 | 4 | -8 | 107 | -15 | -4 | 0 | -2.6
COc1ccc(OC)c(NC(=O)COC(=O)/C=C/c2ccccc2Cl)c1 | -3 | 0 | 14 | -9 | -4 | 101 | 5 | 9 | -11 | -2.3
Cc1cc(-c2ccc(S(=O)(=O)N3CCc4ccccc4C3)s2)on1 | 5 | 0 | -3 | 7 | 0 | 80* | -10 | -20 | -4 | 0.6
CCOC(=O)CNC(=O)C(=O)c1c(O)[nH]c2ccccc12 | 0 | 3 | 6 | -11 | 0 | x | 1 | 0 | 0 | -1.1
O=C(C[C@H]1C/C=C\CC[C@H](Cc2ccc(F)cc2)C(=O)O[C@@H](c2ccccc2)CNC1=O)N[C@H](CO)Cc1ccccc1 | -8 | -6 | 14 | 16 | -11 | 99 | -3 | 19 | 1 | -2.6
NC(CS(=O)O)C(=O)O (configuration not stated) | -4 | -4 | 11 | -3 | -8 | 99 | 0 | -7 | -1 | -1.9
O=S(Cc1ccccc1)CC(O)(c1ccc(Cl)cc1)c1ccc(Cl)cc1 (configuration not stated) | -1 | -7 | -43 | 1 | 4 | 104 | -4 | 8 | 0 | 8.3
CC(C)CN(C(=O)COC(=O)CN1C(=O)c2ccccc2C1=O)c1c(N)n(Cc2ccccc2)c(=O)[nH]c1=O | 4 | 1 | 10 | 31 | 7 | x | 8 | -11 | 2 | -2.0
O=C(N/N=C/c1ccccc1C(F)(F)F)c1ccc(O)cc1 | -1 | -1 | 4 | 38 | -8 | 102 | -5 | 3 | -5 | -0.8
O=C(c1ccc(Cl)cc1)C1CCCN(Cc2cnn(-c3ccccc3)c2)C1 (configuration not stated) | 1 | 2 | -55 | 33 | 3 | x | 0 | 10 | -7 | 12
CN(C)c1ccc(C(=O)NNC(=O)Nc2ccccc2)cc1 | 1 | 0 | 9 | -12 | -11 | 104 | -15 | -3 | -1 | -1.5
CCOc1ccccc1C(=O)Nc1ccc(S(=O)(=O)Nc2cc(OC)nc(OC)n2)cc1 | 0 | 3 | 11 | 23 | 6 | x | -2 | -1 | 2 | -1.9

Arranged by SMILES length (lowest first): part of the list above.
SMILES | HTR5A ag ctr | V-ATPase pHluor | MOR-DOR inv ag | Arr AP2 block | PKA-R1A act | Pemphigus Ab inh | PKA-R2B activ | HTR5A inv ag | DAGLB inh | OPRM1-OPRD1 ag
COc1ccc(OC)c(NC(=O)Nc2ccc(O)c3ccccc23)c1 | -2 | -2 | -15 | 36 | -16 | 104 | -11 | 5 | -2 | 3.0
CC1CN(C(=O)c2cc3c(=O)n4ccccc4nc3s2)CC(C)O1 (configuration not stated) | -1 | -8 | -6 | 14 | 3 | 101 | -2 | -39 | -1 | 1.1
CC(C)C[C@@H](CN)NC(=O)c1nc[nH]c1C(=O)N[C@@H](C)C(=O)CNC[C@H](C)NC(=O)c1nc[nH]c1C(=O)N[C@@H](Cc1ccccc1)C(=O)O | 1 | 0 | 12 | 4 | -8 | 107 | -15 | -4 | 0 | -2.6

Next part.
SMILES | HTR5A ag ctr | V-ATPase pHluor | MOR-DOR inv ag | Arr AP2 block | PKA-R1A act | Pemphigus Ab inh | PKA-R2B activ | HTR5A inv ag | DAGLB inh | OPRM1-OPRD1 ag
Cc1ccccc1NC(=O)C1c2cccc[n+]2CC(=O)N1c1c(C)cccc1C (configuration not stated) | 3 | 1 | 8 | 15 | 0 | x | -6 | -9 | -3 | -1.4
Cc1ccsc1C(=O)OCc1nc2ccsc2c(=O)[nH]1 | 5 | 2 | 8 | -5 | -8 | 103 | 0 | -15 | -2 | -1.3
Cc1onc(-c2ccccc2Cl)c1C(=O)N1CCN(C/C=C/c2ccccc2)CC1 | 3 | 1 | 7 | 4 | -6 | 102 | -4 | -12 | -6 | -1.2
CCOCCCNCc1ccc(OCC(=O)N2CCOCC2)c(OC)c1 | 0 | 3 | 1 | 0 | 1 | 85 | -4 | -10 | 1 | -0.1
COC(=O)c1ccc(Cn2nc(-c3ccc(C)cc3)ccc2=O)cc1 | 0 | 0 | -10 | -6 | -11 | 113 | -1 | 1 | 1 | 2.3
Cn1c(SCc2ccccc2)nnc1-c1ccc2nonc2c1 | -6 | 0 | 4 | 4 | -10 | 108 | -8 | -11 | -3 | -0.8
O=C1CN(C(=O)CN2CCOCC2)C(c2ccccc2)c2cc(Br)ccc2N1 (configuration not stated) | 5 | 1 | -1 | 0 | 6 | 104 | -5 | -14 | -7 | 0.2
OCCn1c(-c2ccc3c(c2)OCO3)csc1=Nc1ccccc1 | 6 | 5 | -10 | 5 | -6 | x | -17 | -21 | -3 | 1.9
NC(=O)c1ccc(NC(=O)CN2CCN(c3ccc(Cl)cc3)CC2)cc1 | -2 | 1 | 28 | 30 | 2 | 100 | 0 | 5 | -1 | -5.4
CCc1ccc(C(O)(CNCc2ccccc2)c2ccccc2)cc1 (configuration not stated) | 1 | -4 | -13 | 33 | 0 | 101 | -10 | -5 | -11 | 2.5
CCn1c(C)nc([N+](=O)[O-])c1C(=O)O | 1 | -1 | 11 | 11 | -2 | 99 | -4 | 5 | 3 | -2.2
COc1ccc(N2CC(C(=O)Nc3ccc(S(=O)(=O)N4CCCCC4)cc3)CC2=O)cc1 (configuration not stated) | -2 | -2 | 10 | 27 | 11 | 102 | 1 | 4 | -1 | -1.9
O=C(CSc1nc2ccccc2c(=O)n1-c1ccccc1F)NC1CCS(=O)(=O)C1 (configuration not stated) | -2 | 0 | 18 | 7 | -5 | 103 | 10 | 7 | 3 | -3.4
Clc1ccccc1OCCN1CCC(Cc2ccccc2)CC1 | 10 | -2 | -38 | -12 | -10 | 91 | -7 | -21 | 0 | 7.3
Cc1ccc(C(C)(C)C)c(OCCCCN2CCCC2)c1 | 0 | 4 | 11 | 2 | -12 | 100 | -9 | 13 | 3 | -2.0
Cc1ccc2nc(CC(O)(c3ccccc3)c3ccccc3)ccc2c1 | x | 2 | x | x | -4 | 101 | -2 | x | -13 | x
CCCC1Cc2nc(N3CCCCC3)c(C#N)cc2CO1 (configuration not stated) | 4 | -4 | -14 | -5 | -1 | 100 | -1 | -2 | -14 | 2.5
N#CC(c1ccc(Cl)cc1)c1cccc(Cl)n1 (configuration not stated) | 3 | -2 | 7 | 9 | -3 | 101 | -6 | -7 | -6 | -1.2
CN(C)CCNC(=O)C(=O)NCC1OCCCN1S(=O)(=O)c1cccs1 (configuration not stated) | 0 | 0 | 12 | -3 | -8 | 102 | 1 | 0 | -1 | -2.3
O=C(O)CC(=O)NC12CC3CC(CC(C3)C1)C2 | 3&3 | 0&-1 | 16&-13 | 14&7 | -12&-3 | 108&101 | -5&2 | -6&-6 | 4&3 | -3.3&2.1
COc1ccc(NC(=O)CSc2nnc(-c3ccccn3)n2N)cc1Cl | 0 | -2 | 12 | -2 | -2 | 97 | 2 | 1 | -1 | -2.2
O=[N+]([O-])CC(c1ccc(F)cc1)c1c[nH]c2ccccc12 (configuration not stated) | 5 | 2 | -11 | -3 | -6 | 103 | -1 | -16 | 0 | 2.5
CCCCN1C(N)=NC[C@@H]1CCCCN | 7 | 0 | 13 | 0 | 8 | 100 | -6 | -18 | -2 | -2.3
CCn1c(SCC(=O)NCc2cccs2)nnc1-c1cccs1 | -3 | 1 | 17 | 2 | -8 | 101 | -4 | 7 | -3 | -3.2
O=C(NNC(=O)c1sccc1-n1cccc1)c1ccc(F)cc1 | -4 | -1 | 10 | -1 | -1 | 100 | -3 | 13 | -2 | -2.0
CC1(C(=O)NNC(=S)NCc2ccco2)CC1(Cl)Cl (configuration not stated) | -4 | 3 | 5 | 42 | -3 | 98 | 3 | 10 | 1 | -0.9
COCCn1c(SCc2ccccc2)nc2c1c(=O)[nH]c(=O)n2C | 1 | 0 | 9 | 8 | 3 | 108 | -13 | -4 | -1 | -2.0
